Screening results from PubChem BioAssay.
ANO1 block = blocks the mouse calcium-activated chloride channel TMEM16A. Q8BHY3. HEK293 TMEM16A/YFP iodide influx fluorescence, ionomycin. normalized B-score (activity score, 25-100; higher = stronger inhibition) at 10 µM. 1.2% of 310,000 active. AID 588511;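 active means ratio plate-corrected score three or more library SD toward inhibition, starting fluorescence score within five deviations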;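 further: score derived from kinetic fluorescence span divided by baseline fluorescence per well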
Target sequence (Q8BHY3 whole entry, looked up): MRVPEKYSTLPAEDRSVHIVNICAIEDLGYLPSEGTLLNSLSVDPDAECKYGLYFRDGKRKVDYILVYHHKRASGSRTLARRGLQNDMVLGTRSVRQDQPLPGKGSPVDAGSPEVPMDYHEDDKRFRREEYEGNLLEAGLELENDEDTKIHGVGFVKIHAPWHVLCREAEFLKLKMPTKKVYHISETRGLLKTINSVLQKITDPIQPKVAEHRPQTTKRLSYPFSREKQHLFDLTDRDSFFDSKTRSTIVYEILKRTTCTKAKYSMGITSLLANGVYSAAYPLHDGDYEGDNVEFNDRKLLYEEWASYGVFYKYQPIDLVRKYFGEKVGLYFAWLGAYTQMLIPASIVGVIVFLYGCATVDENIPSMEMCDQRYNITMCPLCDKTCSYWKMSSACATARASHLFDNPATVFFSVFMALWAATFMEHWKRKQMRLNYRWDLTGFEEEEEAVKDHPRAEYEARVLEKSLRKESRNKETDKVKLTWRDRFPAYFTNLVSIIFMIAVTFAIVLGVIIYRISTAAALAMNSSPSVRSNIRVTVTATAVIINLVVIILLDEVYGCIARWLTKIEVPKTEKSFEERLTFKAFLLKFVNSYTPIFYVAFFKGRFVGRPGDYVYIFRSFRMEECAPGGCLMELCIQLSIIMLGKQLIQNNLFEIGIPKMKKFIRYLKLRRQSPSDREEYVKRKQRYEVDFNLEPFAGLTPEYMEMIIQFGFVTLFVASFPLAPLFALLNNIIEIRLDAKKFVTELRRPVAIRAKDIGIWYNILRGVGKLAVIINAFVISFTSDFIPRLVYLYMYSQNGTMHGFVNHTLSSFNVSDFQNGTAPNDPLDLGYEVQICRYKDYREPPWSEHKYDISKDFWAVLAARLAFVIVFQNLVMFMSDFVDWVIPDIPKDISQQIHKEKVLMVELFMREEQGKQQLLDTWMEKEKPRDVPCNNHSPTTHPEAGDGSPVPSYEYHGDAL
HDAC3 inh = blocks human histone deacetylase 3 | O15379 | recombinant HDAC3, fluorogenic peptide/trypsin coupled, fluorescence | inhibition, % at 8.3 µM | 0.15% of 320,000 active | AID 2718; in the data active means inhibition above about 26%, passing the limit was not always enough
TRPC6 inh = mouse TRPC6 channel inhibition; Q61143; HEK293-TRPC6, membrane potential dye, ACh-evoked depolarization; stronger effect = lower value; B-score at 10 µM; 1.1% of 310,000 active; AID 2553;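 active means B-score under library mean minus 3 SD, initial fluorescence not abnormally high, positive integrated signal ratio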;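 further: B-score derived from integrated fluorescence ratio over the kinetic read; more negative B-score means stronger inhibition of depolarization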
MrgX1 PAM = human MrgX1 positive allosteric modulation, primary screen. MrgX1-HEK293, Fluo-4 calcium flux, FDSS; stronger effect = higher value. 0.63% of 310,000 active. B-score at 10 µM;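 active means plate-corrected calcium response at least 3 library SD above typical, normal starting fluorescence, not activating the receptor alone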;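 further: compound read alongside a low EC10 to EC30 dose of BAM8-22 agonist; peak minus trough fluorescence over baseline measured at the second addition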
ANO1 activ = activates or potentiates the mouse TMEM16A chloride channel; Q8BHY3; HEK293 TMEM16A/YFP-H148Q/I152L, iodide quench fluorescence; stronger effect = lower value; B-score at 10 µM; 0.3% of 340,000 active;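 active means fluorescence-ratio B-score plate-corrected deviation score at least 3 library SD below zero, with starting fluorescence score within 5 deviations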;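 further: channel opened by trigger with iodide after compound preincubation; score built on the fluorescence ratio of max minus min over baseline; more negative score means more quench and so TMEM16A activation or potentiation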
TRPC6 act = activators of mouse TRPC6 channel; Q61143; 0.13% of 310,000 active; AID 2550; B-score at 10 µM; HEK293-TRPC6 membrane potential dye fluorescence; stronger effect = higher value;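 active means B-score of the integrated fluorescence ratio above library mean plus 3 SD, and starting fluorescence ratio within library mean plus 5 SD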;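 further: higher score means more depolarization so channel activation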
SKKanGAS inh = inhibitors of SKKanGAS S. pyogenes growth in kanamycin (SK-promoter or general growth effect); inhibition, % at 7.5 µM; BacTiter-Glo, 6 h; AID 1662; 1.3% of 300,000 active;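 active means mean replicate score, as percent of positive control median, at least 50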;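 further: strain carries kanamycin resistance gene driven by streptokinase promoter and grows in 40 µg/ml kanamycin; loss of luminescence reflects streptokinase promoter inhibition or plain growth inhibition; 0% = median of DMSO wells and 100% = positive control at its reference dose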
RGS4 inh = inhibitors of human RGS4; B-score at 10 µM; AID 463165; P49798; HEK293 M3R/RGS4 inducible, Fluo-4 calcium flux; stronger effect = higher value; triggered by carbachol at its EC20; 0.45% of 310,000 active;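 active means B-score, a plate-corrected calcium signal, over three deviations above library mean, with baseline fluorescence within five deviations of library mean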;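 further: RGS4 expression induced by doxycycline in cells with stable M3 receptor; B-score is computed from the integrated fluorescence ratio over baseline after carbachol; higher B-score means a larger calcium signal and so more RGS4 inhibition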
MrgX1 ag = agonists of human MrgX1 receptor. MrgX1-HEK293 cells, Fluo-4 calcium fluorescence, agonist mode; stronger effect = higher value. B-score at 10 µM. 0.44% of 310,000 active;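 active means calcium response B-score plate-corrected fluorescence ratio at least 3 library SD, with starting fluorescence B-score inside 5 SD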
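Material: MrgX1-expressing HEK293 cells / Dosing: compound as first of three additions / Incubation: overnight seeding, then 1 h dark dye loading / Signal: Fluo-4 NW calcium fluorescence / Evaluation: B-scored fluorescence response ratio / Benchmarks: positive and negative control wells on each plate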
RGS4 act = potentiators or activators of RGS4; HEK293 M3R/inducible RGS4, carbachol calcium flux Fluo4; stronger effect = lower value; B-score at 10 µM; 0.92% of 310,000 active; AID 463111;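 active means B-score of the integrated calcium signal more than 4 SD below the library mean, with starting fluorescence not abnormally high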;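 further: negative B-score means reduced calcium response which marks RGS4 activation or potentiation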
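test system = M3R-expressing HEK293 line, RGS4 induced by doxycycline | probe or stimulus = carbachol at ECmax as muscarinic agonist stimulus | timing = dye loading 30 min 37 °C, buffer rest 30 min RT | signal = calcium dye Fluo4 fluorescence | evaluation = B score from integrated fluorescence ratio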
MrgX1 antag = antagonists of human MrgX1 receptor. B-score at 10 µM. MRGX1-HEK293 calcium flux, Fluo-4, BAM8-22 antagonism; stronger effect = lower value. 1.3% of 310,000 active;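 active means calcium-response B-score plate-corrected more than 3 library SD below zero, starting fluorescence within 5 deviations, no agonist response on first addition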;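 further: peak minus trough fluorescence over baseline after final BAM8-22 challenge near maximal dose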
The depositor's hits bear a star; i = inactive; x = not tested or not shown. An excerpt, so the mix of outcomes need not match the whole.

Value order – ANO1 block	HDAC3 inh	TRPC6 inh	MrgX1 PAM	ANO1 activ	TRPC6 act	SKKanGAS inh	RGS4 inh	MrgX1 ag	RGS4 act	MrgX1 antag
(1) C=C1[C@H]2C[C@H]3[C@H]4N5C[C@]6(C)CCC[C@]47[C@H]([C@H]2O)[C@]3(C[C@]5(O)[C@H]67)[C@@H]1O
→ i	6	i	i	i	i	4	i	i	i	i
(2) CN(C(=O)c1ccc(Cl)nc1)C1(c2ccccc2Cl)CCCCC1=O (centres undefined)
→ i	0	i	i	i	i	14	i	i	i	i
(3) CN1CCN(c2ccc(Cl)cc2N)CC1
→ i	-3	i	i	i	i	5	i	i	i	i
(4) COC(=NC1CCCCC1)C(O)c1c[nH]c2ccccc12 (centres undefined)
→ i	4	i	i	i	i	-5	i	i	i	i
(5) CC1CCC(NC(=O)CNC(=S)N2CC3CC(C2)c2cccc(=O)n2C3)CC1 (centres undefined)
→ i	-2	i	i	i	i	-2	i	i	i	i
(6) O=C(c1ccc(F)c([N+](=O)[O-])c1)N1CC2CC(C1)c1cccc(=O)n1C2 (centres undefined)
→ i	-1	i	i	i	i	9	i	i	i	i
(7) O=C(CCC(=O)N1CC2C[C@@H](C1)Cn1c2cccc1=O)NCCc1ccccc1
→ i	6	i	i	i	i	2	i	i	i	i
(8) CN1C2CCC1CC(OC(=O)c1cc(Cl)cc(Cl)c1)C2 (centres undefined)
→ i	6	i	i	i	i	-12	i	i	i	i
(9) O=C(O)c1ccc(-n2c(O)c(/C=C3\C=Nc4ccccc43)c(=O)[nH]c2=O)cc1
→ i	14	i	i	i	i	2	i	i	i	i
(10) c1ccc2c(CNC3CCCCC3)c[nH]c2c1
→ i	2	i	i	x	i	-4	i	i	i	i
(11) Cc1cc(C=O)c(C)n1CC1CCCO1 (centres undefined)
→ i	2	i	i	i	i	20	i	i	i	i
(12) CCc1c(C)nc(N)nc1N1N=C1SCC#N
→ i	5	i	i	i	i	3	i	i	i	i
(13) CC(=O)c1c(C)n(CCCOC(C)C)c2ccc(O)cc12
→ i	0	i	i	i	i	-6	i	i	i	i
(14) O=C1NC(=O)C(=Cc2cn(CCOc3ccc4c(c3)OCO4)c3ccccc23)C(=O)N1
→ i	-4	i	i	i	i	2	i	i	i	i
(15) c1cc2c(cc1CN1CCNCC1)OCO2
→ i	3	i	i	i	i	2	i	i	i	i
(16) CN(C)c1ccc(/C=C/C=C/c2sc3ccccc3[n+]2C)cc1
→ i	0	i	i	i	i	19	i	i	i	i
(17) COC(=O)C1=C(c2cc3ccccc3s2)C[C@@H]2CC[C@H]1N2C(=O)NCCO
→ i	0	i	i	i	i	-5	i	i	i	i
(18) CCNc1cc(N2CCNCC2)ccc1[N+](=O)[O-]
→ i	-4	-5.7*	i	x	i	-4	i	i	i	i
(19) CC(c1ccccc1F)n1cc(C(=O)Nc2ccc3nc[nH]c3c2)nn1 (centres undefined)
→ i	-5	i	i	i	i	-6	i	i	i	i
(20) Fc1ccc(N2CCN(Cc3ccc4c(c3)OCO4)CC2)cc1
→ i	-7	i	i	i	i	-8	i	i	i	i
(21) O=[N+]([O-])c1ccc(N2CCCCC2)c2ncccc12
→ i	3	i	i	i	i	2	i	i	i	i
(22) O=C(NC(C(Cl)Cl)N1CCOCC1)c1ccccc1 (centres undefined)
→ i	6	i	i	i	i	-2	i	i	i	i
(23) C[C@H]1[C@@H](c2ccccc2)O[C@@H](c2ccccc2Br)N1C
→ i	3	i	i	i	i	0	i	i	i	i
(24) COc1cc(C(=O)N2C[C@H]3C[C@@H](C2)c2cccc(=O)n2C3)cc(OC)c1OC
→ i	0	i	i	i	i	-3	i	i	i	i
(25) O=C1C(Cc2cnc[nH]2)NC(=S)N1c1ccccc1 (centres undefined)
→ i	-6	i	i	x	i	2	i	i	i	i
(26) O=Cc1c(C(=O)O)n(Cc2ccc(F)cc2Cl)c2ccccc12
→ i	8	i	i	i	i	3	i	i	i	i
(27) O=c1[nH]c(=S)n(CCC2=CCCCC2)c(O)c1/C=N/Nc1ccccc1
→ i	5	i	i	i	i	0	i	i	i	i
(28) CN(C)c1ccc(/C=C2/C(=O)NC(=O)N(CCc3ccc(F)cc3)C2=O)cc1
→ i	4	i	i	i	i	1	i	i	i	i
(29) CCOC(=O)C(O)(c1ccc(N=c2ccccn2C)cc1)C(F)(F)F (centres undefined)
→ i	4	i	i	i	i	5	i	i	i	i
(30) CC1(C)OC1COc1c2occc2cc2ccc(=O)oc12 (centres undefined)
→ i	-7	i	i	i	i	11	i	i	i	i

Two compounds picked at random from those above:
Value order – ANO1 block	HDAC3 inh	TRPC6 inh	MrgX1 PAM	ANO1 activ	TRPC6 act	SKKanGAS inh	RGS4 inh	MrgX1 ag	RGS4 act	MrgX1 antag
(3) CN1CCN(c2ccc(Cl)cc2N)CC1
→ i	-3	i	i	i	i	5	i	i	i	i
(12) CCc1c(C)nc(N)nc1N1N=C1SCC#N
→ i	5	i	i	i	i	3	i	i	i	i

Next section.
Value order – ANO1 block	HDAC3 inh	TRPC6 inh	MrgX1 PAM	ANO1 activ	TRPC6 act	SKKanGAS inh	RGS4 inh	MrgX1 ag	RGS4 act	MrgX1 antag
(31) Cn1cccc1/C=C1/C(=O)NC(=O)N(C(C)(C)C)C1=O
→ i	-3	i	i	i	i	-6	i	i	i	i
(32) CN(C)Cc1c[nH]c2ccccc12
→ i	2	x	i	i	x	x	x	i	x	i
(33) COc1ccccc1Sc1ccccc1CC(C)N (centres undefined)
→ i	2	-5*	i	i	i	0	i	i	i	i
(34) CCCCn1c(O)c(C(C)=Nc2c(C)n(C)n(-c3ccccc3)c2=O)c(=O)[nH]c1=O
→ i	12	i	i	i	i	-1	i	i	i	i
(35) COC(=O)C1=C(c2ccccc2)C[C@@H]2CC[C@H]1N2C(=O)NCCNC(C)=O
→ i	0	i	i	i	i	-1	i	i	i	i
(36) Cc1cc(C=C2C(=O)N(C)C(=O)N(C)C2=O)c(C)n1-c1ccccc1
→ i	-1	i	i	i	i	2	i	i	i	i
(37) CCn1cc(C=C2C(=O)NC(=O)NC2=O)c2ccccc21
→ i	4	i	i	i	i	-9	i	i	i	i
(38) N#Cc1ccc(NC(=O)CN2CCCCCC2)cc1Cl
→ i	9	i	i	i	i	2	i	i	i	i
(39) CCC(=O)N1CC(=O)Nc2ccc(F)cc2C1c1ccccc1 (centres undefined)
→ i	-3	i	i	i	i	-3	i	i	i	i
(40) Cc1cc(Oc2ccc(C(F)(F)F)cc2[N+](=O)[O-])c2c3c(c(=O)oc2c1)CCC3
→ i	0	i	i	i	i	2	i	i	i	i
(41) Cc1cccc(CNCCc2c[nH]c3ccccc23)c1
→ i	0	i	i	i	i	2	i	i	i	i
(42) COc1ccc(OC)c(NP(=O)(Oc2ccccc2)Oc2ccccc2)c1
→ i	6	i	i	i	i	1	i	i	i	i
(43) COC(=O)C1=C(c2cccc(OC)c2OC)C[C@@H]2CC[C@H]1N2C(=O)NCCNC(C)=O
→ i	-13	i	i	i	i	0	i	i	i	i
(44) O=C(N/N=C1/CN2CCC1CC2)c1cccc(O)c1
→ i	-3	i	i	i	i	-8	i	i	i	i
(45) COC(=O)c1c(C)n(Cc2ccc3c(c2)OCO3)c2ccc(O)cc12
→ i	8	i	i	i	i	-2	i	i	i	i
(46) COCCCN1Cc2ccccc2C1=N
→ i	-1	i	i	i	i	3	i	i	i	i
(47) O=Cc1cn(Cc2ccccc2[N+](=O)[O-])c2ccccc12
→ i	-14	i	i	i	i	-1	i	i	i	i
(48) COc1ccc(NC(=O)c2cn(CCC#N)nc2-c2ccc(OC)c(OC)c2)cc1
→ i	-5	i	i	i	i	-4	i	i	i	i
(49) C[C@@]1(CO)[C@H](O)CC[C@@]2(C)[C@H]1CC[C@H]1C[C@@H]3C[C@@]12CC[C@]3(O)CO
→ i	3	i	i	x	i	6	i	i	i	i
(50) N#CC(C#N)=NNc1ccc(S(N)(=O)=O)cc1
→ i	11	i	i	i	i	-6	i	i	i	i
(51) CCOC(=O)c1cc2c(cn1)[nH]c1ccccc12
→ i	-7	i	i	i	i	13	i	i	i	i
(52) Cc1cccc(-n2c(O)c(C)c(=O)[nH]c2=S)c1
→ x	x	i	x	i	i	-12	i	x	i	x
(53) ClC1=CCC2CN(CCN3CCCCC3)CC2C1 (centres undefined)
→ i	0	i	i	i	i	0	i	i	i	i
(54) CCCCCCn1c(O)c(C(C)=NC)c(=O)[nH]c1=O
→ i	3	i	i	i	i	0	i	i	i	i
(55) CC(C)c1cccc(C(C)C)c1O
→ i	7	i	i	i	i	0	i	i	i	i
(56) Cc1c(C=O)c2ccccc2n1Cc1ccccc1F
→ i	6	i	i	i	i	11	i	i	i	-11*
(57) COC(=O)N(c1ccc(OC)cc1)P1(=S)OCCC(C)O1 (centres undefined)
→ i	3	i	i	i	i	-2	i	i	i	i
(58) CCOC(=O)c1cc(CC)sc1/N=C/c1c(O)[nH]c(=S)[nH]c1=O
→ i	3	i	i	i	i	2	i	i	i	i
(59) CCN(CC)c1ccc(/C=C2\C(=O)NC(=S)N(c3ccc(OC)cc3OC)C2=O)o1
→ i	12	i	i	i	i	4	i	i	-7.2*	i
(60) O=C1NC(=O)N(CCNc2ncc(C(F)(F)F)cc2Cl)C(=O)C1Cc1ccc(Cl)cc1 (centres undefined)
→ i	8	i	i	i	i	6	i	i	i	i
(61) CN(C)C(=O)Oc1ccc2c(c1)O/C(=C\c1ccc(Cl)cc1)C2=O
→ i	-9	i	i	i	i	0	i	i	i	i
(62) NC12CN3CN(CN(C3)C1)C2 (tested in a mixture with another compound)
→ i	-3	i	i	i	i	-19	i	i	i	i
(63) CC(Cc1ccccc1)NC(=O)CCCCC(=O)NC(C)Cc1ccccc1 (centres undefined)
→ i	-2	i	i	i	i	0	i	i	i	i
(64) CNC(=S)NC1CC2CCCC(C1)N2CC(C)C (centres undefined)
→ i	2	i	i	i	i	0	i	i	i	i
(65) O=C1NC(=S)NC(=O)C1=Cc1cccn1-c1ccc(O)cc1
→ x	x	i	x	i	i	8	i	x	i	x
(66) Cc1sc2ncnc(N3CCC(C(=O)Nc4ccc(C#N)c(Cl)c4)CC3)c2c1C
→ i	x	i	i	i	i	57*	i	i	i	-5.8*
